Efa HMGR inh = blocks class II HMG-CoA reductase of Enterococcus faecalis. actives 0.41% (n = 190,000). purified E. faecalis HMGR, NADPH absorbance 340 nm kinetic. inhibition, % at 10 µM;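 active = inhibition above a set limit, the median over all tested compounds plus 3 SD, cut at about 9.5% in these data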;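 note: enzyme runs in reverse so mevalonate oxidation gives rising NADPH absorbance; 0% = complete reaction with DMSO and 100% = background rate lacking mevalonate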
STAT1 act = activators of IFN-gamma induced STAT1 signaling. NIH 3T3 STAT1-luciferase reporter, luminescence; 100% = IFN-gamma alone, no compound. actives 2.6% (n = 200,000). AID 932. activation (% of control), % at 5.5 µM;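 active = activation above the screen-wide mean activation plus 3 SD, cut at about 130% in these data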;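 note: raw ratio to IFN-gamma control signal so 100% means no change and 0% no light; values of inactives mirror those of a sister screen read the other way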
DTT redox prof = compounds producing H2O2 with reducing agent – biochemical, NIH compound library profiling, artefact control for MLSCN library redox annotation, primary screen | DTT-dependent redox cycling H2O2, phenol red/HRP absorbance; 100% = 100 µM peroxide control, 0% = buffer | activation, % at 10 µM | actives 0.03% (n = 200,000) | AID 878;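 active = activation of at least 50% relative to the plate's high and low controls in the primary single-dose screen; inactive = activation below 50%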;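 note: compound incubated with DTT at 0.8 mM final as the reducing agent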
TLR4-MyD88 BLA = TLR4-MyD88 interaction inhibition in cells | actives 0.18% (n = 200,000) | inhibition, % at 8.4 µM | HeLa CL3-4 TLR4/MyD88 BLA complementation, FRET ratio | O00206+Q99836; in the data active = inhibition above about 25%;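 note: 0% = vehicle and 100% = reference inhibitor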
Target sequence (O00206 whole entry, looked up): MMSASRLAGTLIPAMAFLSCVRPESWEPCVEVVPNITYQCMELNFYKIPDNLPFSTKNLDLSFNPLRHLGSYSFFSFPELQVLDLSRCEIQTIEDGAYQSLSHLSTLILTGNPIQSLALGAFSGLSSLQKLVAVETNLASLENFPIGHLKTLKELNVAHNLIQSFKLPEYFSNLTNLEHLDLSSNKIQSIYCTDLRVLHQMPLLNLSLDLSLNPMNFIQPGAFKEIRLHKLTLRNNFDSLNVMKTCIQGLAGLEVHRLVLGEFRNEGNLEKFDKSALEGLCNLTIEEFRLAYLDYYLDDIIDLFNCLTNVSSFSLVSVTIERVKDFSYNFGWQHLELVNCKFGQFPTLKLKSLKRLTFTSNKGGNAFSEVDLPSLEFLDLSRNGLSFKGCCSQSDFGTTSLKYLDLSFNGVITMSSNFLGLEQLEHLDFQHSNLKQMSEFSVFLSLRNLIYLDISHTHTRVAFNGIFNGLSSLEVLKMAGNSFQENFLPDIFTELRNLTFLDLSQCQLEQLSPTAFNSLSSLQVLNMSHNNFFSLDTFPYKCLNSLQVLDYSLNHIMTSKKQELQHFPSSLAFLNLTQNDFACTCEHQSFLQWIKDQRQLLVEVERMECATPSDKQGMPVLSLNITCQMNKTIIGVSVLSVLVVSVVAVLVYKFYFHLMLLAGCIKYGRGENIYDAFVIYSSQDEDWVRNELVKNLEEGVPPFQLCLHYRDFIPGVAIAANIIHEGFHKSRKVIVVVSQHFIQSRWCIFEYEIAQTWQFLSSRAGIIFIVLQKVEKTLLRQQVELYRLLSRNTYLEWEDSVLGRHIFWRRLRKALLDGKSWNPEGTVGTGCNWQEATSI
Target sequence (Q99836 whole entry, looked up): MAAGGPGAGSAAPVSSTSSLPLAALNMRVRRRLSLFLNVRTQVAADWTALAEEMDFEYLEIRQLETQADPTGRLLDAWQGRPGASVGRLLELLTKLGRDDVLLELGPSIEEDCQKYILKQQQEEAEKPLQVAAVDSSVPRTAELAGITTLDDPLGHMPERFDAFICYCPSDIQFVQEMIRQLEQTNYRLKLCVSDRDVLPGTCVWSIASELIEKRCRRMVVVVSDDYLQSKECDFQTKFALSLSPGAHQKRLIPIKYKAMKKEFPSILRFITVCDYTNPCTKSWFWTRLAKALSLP
Hsp70 activator = transcriptional activators of Hsp70. HeLa Hsp70 promoter luciferase reporter, luminescence; scaled: vehicle 0, proteasome-inhibitor control 100%. activation, % at 10 µM. actives 0.04% (n = 200,000). AID 1203;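 active = activation above the mean across all tested compounds plus 3 SD, cutoff set per campaign, cut at about 5.5% in these data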;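 note: 100% = MG132 at 30 µM as the positive control and 0% = DMSO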
STAT3 inh = STAT3 signaling inhibition | U3A cells, IL-6 STAT3-luciferase reporter, luminescence; host cell line lacks STAT1 | actives 0.89% (n = 190,000) | inhibition, % at 5.5 µM;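 active = inhibition above the mean inhibition across all screened compounds plus 3 SD, cut at about 44% in these data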;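 note: 0% = DMSO only wells and 100% = 100 µM nifuroxazide control wells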
STAT3 activator = activators of IL-6 induced STAT3 signaling. U3A cells, IL-6 STAT3-luciferase reporter, luminescence; 100% = signal with IL-6 EC80 alone. activation (% of control), % at 5.6 µM. actives 0.91% (n = 190,000);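 active = activation above the screen-wide mean of compound activation plus 3 SD, cut at about 130% in these data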;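 note: 0% = background luminescence of wells with medium and substrate only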
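Material: human U3A cells carrying STAT3-luciferase construct. Measured by: reporter luminescence signal. Timing: compound 1 h, then IL-6 6 h at 37 °C.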
NF-kB neuron act = raises NF-kB expression in human neuronal cells; actives 1.6% (n = 190,000); NF-kB reporter expression; hits give high values; fold change at 12.5 µM; in the data active = fold change above about 3.3
APP 5'UTR act = activates APP 5'UTR luciferase reporter; actives 1% (n = 190,000); AID 1276; activation, % at 2 µM; SH-SY5Y APP 5'UTR luciferase reporter, luminescence; zero percent = DMSO vehicle wells;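 active = activation above a set limit, based on mean plus 3 SD of controls, cut at about 140% in these data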; note: values of inactives mirror those of a sister screen read the other way
STAT1 blocker = reduces IFN-gamma driven STAT1 reporter signal; AID 920; NIH 3T3 STAT1-luciferase reporter, luminescence; inhibition, % at 5.5 µM; actives 0.35% (n = 200,000);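 active = inhibition above a set limit, the mean inhibition across all tested compounds plus 3 SD, cut at about 34% in these data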;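 note: 0% = IFN-gamma with DMSO and 100% = IFN-gamma with 300 µM nifuroxazide; values of inactives mirror those of a sister screen read the other way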
Numbers without * were called inactive; · = no result given. Compounds were not picked by outcome, and some 5.6% of all compounds hit somewhere here.

SMILES	Efa HMGR inh	STAT1 act	DTT redox prof	TLR4-MyD88 BLA	Hsp70 activator	STAT3 inh	STAT3 activator	NF-kB neuron act	APP 5'UTR act	STAT1 blocker
O=C(CCCOc1ccc(Cl)cc1Cl)Nc1cccnc1	-2	102	0.2	5	-0.3	13	87	1.1	-2	-2
COC(=O)N/N=C/c1cc(Cl)cc(Cl)c1OCc1ccccc1F	-4	97	0.1	-2	-0.2	-10	109	1.1	-3	4
CCCCOC(=O)Cn1c2ccc(OC)cc2c2nc3ccccc3nc21	1	102	0.3	4	0.3	10	95	1.1	7	-2
COc1ccc(C(C(=O)NC2CCCCC2)N(C(=O)c2sc(C)nc2C)c2ccccc2C)cc1 (configuration not stated)	-3	94	2.5	12	0.2	13	98	0.73	2	7
Cc1nn(Cc2ccc(Cl)cc2)c(C)c1NC(=O)c1cc(-c2ccc3c(c2)OCO3)on1	-5	87	-1.1	4	0.0	4	98	1.1	-11	14
COC(=O)[C@H](CCSC)NC(=O)Nc1ccc(C)cc1C	-2	108	0.4	4	0.0	6	99	1	17	-9
Oc1c(C(Nc2cccc(C(F)(F)F)c2)c2cccnc2)ccc2cccnc12 (configuration not stated)	-8	94	-0.3	4	0.0	-4	101	1.2	-3	7
O=C(NC(=S)Nc1cccc2cccnc12)c1ccccc1	1	110	2.4	-2	-0.2	-2	110	1.4	8	-11
CNC(=O)NC(=O)C(C)Oc1ccccc1F (configuration not stated)	0	106	-0.8	7	-0.2	10	95	0.97	-6	-9
CCC1=[N+](CC(=O)c2ccc(C)cc2)CCn2cccc21	-7	93	-1.2	4	-0.1	-8	110	1.7	-1	7
CCOc1ccc(C(C)NC(=S)NC2CCCCC2)cc1OCC (configuration not stated)	-4	89	-2.1	-4	-0.2	4	100	1.2	-18	11
O=C1C2CC=CCC2C(=O)N1c1ccc(N2CCN(c3ccccn3)CC2)c([N+](=O)[O-])c1 (configuration not stated)	-3	85	-1.0	-6	-0.2	7	96	1.3	16	15
O=C(CN(Cc1ccco1)C(=O)CNS(=O)(=O)c1ccc(Cl)cc1)NCc1ccc(F)cc1	·	83	2.5	-6	-0.1	2	102	·	-3	19
CCOC(=O)N1CCN(C(=O)CSc2nc3c([nH]c4ccccc43)c(=O)n2C)CC1	-2	97	-1.3	-1	-0.1	-5	108	1.1	1	3
O=C(NC(=S)N1CCN(c2ccc(F)cc2)CC1)C12CC3CC(CC(C3)C1)C2	5	103	0.0	-13	-0.4	0	98	1.2	-4	-3
Cc1nn2c3ccccc3n(Cc3ccccc3)c2nc1=O	5	96	1.1	-6	-0.1	12	93	0.99	-1	6
O=S1(=O)CCN(Cc2ccc(Cl)c(Cl)c2)CC1	-1	101	2.9	-2	-0.4	5	96	1.2	16	-1
CN(Cc1cc2ccccc2[nH]c1=O)C(=O)C1CCCCC1	1	84	-2.1	-2	-0.3	19	90	0.88	-14	18
C/C(=N\NC(=S)NCCc1ccccc1)c1ccc(C#N)cc1	-3	103	-0.2	10	-0.1	14	94	1.3	1	-3
CCCCCCNC(=O)C(C(=O)OCC)C1CCCCC1 (configuration not stated)	2	94	-4.0	-11	-0.4	2	104	0.69	4	7
Cc1ccc(-c2cc(C(F)(F)F)n3ncc(C(=O)N4CCCc5ccccc54)c3n2)cc1	4	104	1.3	10	-0.3	-2	105	1.2	39	-2
O=C(Cn1cncc1-c1ccc([N+](=O)[O-])cc1)Nc1cccc2ccccc12	-6	100	-0.1	0	-0.3	8	97	0.94	-16	0
COc1ccc(/C=C/C(=O)NCCN=C2NS(=O)(=O)c3ccccc32)cc1	-13	105	0.1	-14	-0.2	13	95	1.1	-18	-7
CCCOc1ccccc1N1C(=O)CC(N2CCOCC2)C1=O (configuration not stated)	-2	96	7.0	0	0.5	4	99	1.3	8	5

Entries listed so far containing an NH in an aromatic ring:
SMILES	Efa HMGR inh	STAT1 act	DTT redox prof	TLR4-MyD88 BLA	Hsp70 activator	STAT3 inh	STAT3 activator	NF-kB neuron act	APP 5'UTR act	STAT1 blocker
CCOC(=O)N1CCN(C(=O)CSc2nc3c([nH]c4ccccc43)c(=O)n2C)CC1	-2	97	-1.3	-1	-0.1	-5	108	1.1	1	3
CN(Cc1cc2ccccc2[nH]c1=O)C(=O)C1CCCCC1	1	84	-2.1	-2	-0.3	19	90	0.88	-14	18

Remaining list, next part:
SMILES	Efa HMGR inh	STAT1 act	DTT redox prof	TLR4-MyD88 BLA	Hsp70 activator	STAT3 inh	STAT3 activator	NF-kB neuron act	APP 5'UTR act	STAT1 blocker
O=C(Nc1cc(S(=O)(=O)N2CCOCC2)ccc1O)c1ccc2c(c1)S(=O)(=O)c1ccccc1C2=O	5	95	-2.0	8	0.2	-2	105	1.3	42	5
CC#CCC(CC#CC)c1nc2ccccc2c(=O)n1N	0	100	-0.1	-18	-0.2	5	99	1.3	-14	0
CCn1cc(CNC(=O)c2cc(COc3ccc(F)cc3F)on2)cn1	-7	101	0.0	-7	-0.2	13	94	0.99	0	-1
CC(=O)Nc1nonc1NC(=O)c1ccc(F)cc1	-7	95	0.4	0	-0.4	11	95	1.1	9	6
COc1ccc(N2C(=O)CC(Sc3nccc(C)n3)C2=O)cc1 (configuration not stated)	-1	101	4.2	-7	-0.5	-6	110	1	11	-1
O=C(Nc1cc(C(F)(F)F)ccc1N1CCOCC1)c1ccc(F)cc1	-6	98	0.1	-5	-0.2	-5	104	1.1	-13	3
COc1ccccc1NC(=S)NNC(=O)c1ccc(Cl)cc1Cl	-4	127	0.5	6	0.7	5	99	1.5	69	-27
Cc1ccc(-c2csc3ncnc(SCC(N)=O)c23)cc1	4	99	0.3	-3	-0.1	-2	106	0.89	1	-2
COc1cccc(CN2CCN(C3CCN(c4cccc(C)c4C)CC3)CC2CCO)c1 (configuration not stated)	0	81	-0.1	-8	-0.2	12	93	1.1	22	18
Cc1nn(-c2ccccc2)c(C)c1/C=C/C(=O)OCC(=O)N(C)C1CCS(=O)(=O)C1 (configuration not stated)	-2	107	-0.1	-4	-0.2	4	100	1.2	-4	-11
COc1cccc(CN(C)CC(=O)Nc2cccc(C(F)(F)F)c2)c1OC	-2	87	-0.6	9	-0.2	0	104	2.1	13	13
O=C(O)COc1ccccc1C(Nc1ccccn1)c1cc(Cl)c2cccnc2c1O (configuration not stated)	0	95	-0.4	9	-0.4	0	102	1.1	-9	6

Compounds shown so far with a CF3 group, in the order listed:
SMILES	Efa HMGR inh	STAT1 act	DTT redox prof	TLR4-MyD88 BLA	Hsp70 activator	STAT3 inh	STAT3 activator	NF-kB neuron act	APP 5'UTR act	STAT1 blocker
Oc1c(C(Nc2cccc(C(F)(F)F)c2)c2cccnc2)ccc2cccnc12 (configuration not stated)	-8	94	-0.3	4	0.0	-4	101	1.2	-3	7
Cc1ccc(-c2cc(C(F)(F)F)n3ncc(C(=O)N4CCCc5ccccc54)c3n2)cc1	4	104	1.3	10	-0.3	-2	105	1.2	39	-2
O=C(Nc1cc(C(F)(F)F)ccc1N1CCOCC1)c1ccc(F)cc1	-6	98	0.1	-5	-0.2	-5	104	1.1	-13	3
COc1cccc(CN(C)CC(=O)Nc2cccc(C(F)(F)F)c2)c1OC	-2	87	-0.6	9	-0.2	0	104	2.1	13	13

Further compounds
SMILES	Efa HMGR inh	STAT1 act	DTT redox prof	TLR4-MyD88 BLA	Hsp70 activator	STAT3 inh	STAT3 activator	NF-kB neuron act	APP 5'UTR act	STAT1 blocker
O=C1CCC([N+](=O)[O-])C(c2cccc(Br)c2)N1 (configuration not stated)	-5	106	0.2	-6	-0.1	-4	105	0.99	2	-6
COCCCN(C(=O)Nc1ccc(C)c(C)c1)C(C)c1ccccn1 (configuration not stated)	-2	109	-2.7	-8	-0.1	9	100	1	16	-10
CSc1ccccc1NC(=O)C(=O)c1c[nH]c2ccccc12	0	149*	0.6	-8	-0.2	-26	129	1.5	34	-57
Cn1cccc1-c1cc(C(=O)N/N=C/C=C/c2ccccc2)[nH]n1	-6	102	0.1	-13	0.1	22	82	1	-12	-4
CCCOc1ccc(-c2nc(C#N)c(NCC3CCCO3)o2)cc1 (configuration not stated)	-1	102	-0.3	-7	-0.5	12	90	0.72	-1	0
Cc1occc1-c1nnc(SCC(=O)c2c[nH]c3ccccc23)n1C	-1	92	-0.1	-7	-0.3	-51	145*	0.97	2	9
CCn1nnc(-c2ccccc2NC(=O)c2cnccn2)n1	·	100	0.4	0	0.0	6	97	·	82	0
COCCNC(=O)CCC(=O)NNc1nc2ccccc2c2nc(C)nn12	-2	96	0.2	-20	-0.3	-1	102	1	8	3
CN1CCN(CC(=O)Nc2cccc([N+](=O)[O-])c2)CC1	4	107	-1.4	-7	0.3	9	97	1.4	-3	-10
CN(C=O)CP(=O)(O)CN1CCCCC1	-16	99	-3.3	9	0.0	-2	104	0.85	-8	1
Cc1ccc(S(=O)(=O)NCCC(=O)Nc2nnc(C)s2)cc1	4	107	0.1	-13	0.8	-8	107	0.96	10	-7
CCNC(=S)N1CCN(c2ccc([N+](=O)[O-])cc2)CC1	-3	100	-4.2	-7	-0.1	24	84	0.71	-9	-1
CCn1c(SCC(N)=O)nnc1-c1ccc2c(c1)OCO2	-5	97	-0.4	-2	-0.3	16	92	1.6	9	1
Cc1c(Cl)cccc1Nc1nc(N)nc(CSc2ncccn2)n1	-6	114	-0.1	-2	-0.3	4	96	1.8	11	-15
CC(=O)OCC1=C(C(=O)O)N2C(=O)C(NC(=O)Cn3nc(C(F)F)c(Cl)c3C)C2SC1 (configuration not stated)	-3	99	-1.1	-15	-0.4	8	95	1.1	27	1
CC(Cc1c[nH]c2ccccc12)C(=O)O (configuration not stated)	-4	95	-0.2	-1	0.0	-14	112	1.4	-4	4
COc1ccc(OC)c(S(=O)(=O)NCc2cccnc2)c1	-2	102	8.2	5	0.5	6	98	1.2	4	-2
COc1ccc(Cl)cc1C(=O)Nc1ccccc1N1CCN(C(=O)C(C)C)CC1	-2	89	-3.9	-18	-0.3	-2	108	0.61	4	12

High-throughput results as filed in PubChem BioAssay.
